# NadD inh: inhibitors of S. aureus NadD, primary screen, biochemical, colorimetric, uHTS. Nicotinate-nucleotide adenylyltransferase NadD (Staphylococcus aureus N315). purified NadD enzyme, colorimetric absorbance read-out. inhibition, % at 20 µM. 360,000 compounds, 0.78% hits. AID 602399, 2012; in the data active = inhibition above about 26%; note: some compounds past the cut are filed as inactive
# STEP block: STEP phosphatase inhibitors, primary screen, biochemical, fluorescence intensity, uHTS; 360,000 compounds, 0.25% hits; inhibition, % at 20 µM; recombinant STEP, OMFP fluorogenic substrate; Tyrosine-protein phosphatase non-receptor type 5 (Homo sapiens), P54829;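 active = inhibition at 20 µM, scaled per plate between control wells, above about 37%, limit read from the data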;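 note: 0% = DMSO with enzyme and substrate and 100% = substrate only without enzyme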
#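 material = STEP tyrosine phosphatase | reagent = fluorogenic phosphatase substrate OMFP at 25 µM final | doses = single compound dose of 20 µM, 1% DMSO final | schedule = 20 min reaction, room temperature, in the dark | measured by = fluorescence, 480/540 nm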
# TbMetRS inhib: T. brucei MetRS inhibitors, primary screen, biochemical, luminescence | AID 624268, 2012 | inhibition, % at 11.9 µM | 360,000 compounds, 0.4% hits | purified T. brucei MetRS, ATP depletion, Kinase-Glo luminescence;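 active = inhibition above a per-plate cutoff of the control wells' mean inhibition plus 3 SD, cut at about 5.5% in these data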;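 note: 0% = DMSO wells median and 100% = median of wells with control inhibitor compound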
#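 Test system: purified T. brucei MetRS enzyme. Also added: ATP, methionine and E. coli bulk tRNA substrates. Compound: 11.9 µM single point. Schedule: 15 min enzyme-compound preincubation, 2 h reaction, 10 min detection, 25 °C. Signal: luciferase luminescence of residual ATP, Kinase-Glo. Evaluation: percent inhibition versus plate control medians. Controls: DMSO wells, low control.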
# SUMO1 PPI mod: modulators of SUMO1 protein-protein interactions, primary screen, biochemical, uHTS | inhibition, % at 20 µM | AID 602429, 2012 | 360,000 compounds, 0.33% hits | SUMO1 binding to a labelled peptide, TR-FRET, 1 h; in the data active = inhibition above about 37%
# Target sequence (P63165 whole entry, looked up): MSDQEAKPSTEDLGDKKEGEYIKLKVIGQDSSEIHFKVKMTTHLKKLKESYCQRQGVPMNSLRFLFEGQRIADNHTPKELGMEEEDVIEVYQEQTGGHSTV
# LMPTP block: LMPTP phosphatase inhibitors, primary screen, biochemical, fluorescence intensity, uHTS. Low molecular weight phosphotyrosine protein phosphatase (Homo sapiens), P24666. recombinant LMPTP-A, OMFP fluorogenic substrate. inhibition, % at 20 µM. 360,000 compounds, 0.22% hits;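 active = compounds that cut the enzyme signal by at least half of the control window in the single-dose screen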;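 note: plate controls were DMSO wells with enzyme plus substrate for no effect and substrate without enzyme for full effect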
#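 Assay system: LMPTP-A phosphatase enzyme | Input: 0.625 nM enzyme | Also added: Fluorogenic phosphatase substrate OMFP at 400 µM final | Compound dosing: One test concentration per compound, 20 µM, with 3% DMSO overall | Schedule: 50 min enzyme reaction at room temperature, protected from light | Signal: Fluorescence intensity | Benchmarks: no-enzyme and uninhibited controls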
# Scp1 inh: Scp-1 phosphatase inhibitors, primary screen, biochemical, colorimetric, uHTS. Recombinant Scp1, phosphopeptide, malachite green phosphate absorbance. inhibition, % at 20 µM. 340,000 compounds, 0.88% hits. AID 493091, 2011;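 active = inhibition above about 50% at 20 µM, limit read from the data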;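 note: plate controls were DMSO wells with enzyme for no effect and wells lacking enzyme for full effect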
#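 Incubation: 45 min enzyme reaction at room temperature / System: truncated SCP-1 phosphatase (76-261aa) / Reagent: Phospho 17-mer peptide substrate / Buffer or medium: Acidic Tris acetate buffer with magnesium and detergent / Signal: absorbance at 630 nm / Doses: one concentration, 20 µM, with 1.0% DMSO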
# SKN-1 block: suppressors of acrylamide-induced Pgst-4::GFP reporter in worms, primary screen, SKN-1 inhibitor project, whole organism, uHTS, GFP/RFP fluorescence ratio, strain VP596. C. elegans VP596 Pgst-4::GFP/RFP ratio, 24 h. 360,000 compounds, 0.49% hits. inhibition, % at 21.8 µM. AID 624304, 2012;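 active = interference check ratio from 0.5 to 1.5 plus GFP to RFP signal ratio inhibition reaching or exceeding a fixed threshold, cut at about 30% in these data, passing the limit was not always enough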; note: some compounds called inactive have numbers as strong as hits
# CendR NRP1 mod: modulators of CendR peptide binding to NRP-1, primary screen, biochemical, fluorescence polarization, uHTS | Neuropilin-1 (Homo sapiens), O14786 | FAM-RPARPAR peptide binding to NRP-1 | inhibition, % at 25 µM | 360,000 compounds, 0.85% hits | AID 602438, 2012;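 active = inhibition or corrected inhibition above about 18%, plus a signal ratio from 0.5 to 1.5, limit read from the data, passing the limit was not always enough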; note: strong numbers were not always called active
# Target sequence (O14786 whole entry, looked up): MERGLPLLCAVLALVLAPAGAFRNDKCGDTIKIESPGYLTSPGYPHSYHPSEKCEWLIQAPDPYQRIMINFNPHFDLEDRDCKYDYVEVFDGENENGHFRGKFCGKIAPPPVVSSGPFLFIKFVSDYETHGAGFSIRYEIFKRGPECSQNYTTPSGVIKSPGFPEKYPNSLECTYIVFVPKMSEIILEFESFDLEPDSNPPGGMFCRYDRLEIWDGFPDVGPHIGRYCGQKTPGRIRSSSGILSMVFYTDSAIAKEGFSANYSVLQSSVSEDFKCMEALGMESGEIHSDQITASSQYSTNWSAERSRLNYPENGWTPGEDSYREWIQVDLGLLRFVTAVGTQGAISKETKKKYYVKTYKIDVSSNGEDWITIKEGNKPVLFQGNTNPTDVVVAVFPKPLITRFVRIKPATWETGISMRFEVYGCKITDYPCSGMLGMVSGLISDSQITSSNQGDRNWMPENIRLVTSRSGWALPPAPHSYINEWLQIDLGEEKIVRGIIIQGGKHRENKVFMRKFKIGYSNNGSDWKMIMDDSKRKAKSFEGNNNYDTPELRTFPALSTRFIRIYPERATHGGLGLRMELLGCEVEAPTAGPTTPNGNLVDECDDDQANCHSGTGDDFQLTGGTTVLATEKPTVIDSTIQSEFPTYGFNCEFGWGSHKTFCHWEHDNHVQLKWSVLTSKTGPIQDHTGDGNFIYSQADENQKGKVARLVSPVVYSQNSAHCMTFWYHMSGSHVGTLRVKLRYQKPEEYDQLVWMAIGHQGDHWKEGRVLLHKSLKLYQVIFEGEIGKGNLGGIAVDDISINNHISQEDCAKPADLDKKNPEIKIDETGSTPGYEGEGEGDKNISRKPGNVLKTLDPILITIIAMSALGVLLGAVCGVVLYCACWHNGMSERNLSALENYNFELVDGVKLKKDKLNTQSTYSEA
# Neddylation inh: inhibitors of cullin neddylation, primary screen, biochemical, TR-FRET, uHTS, NAE and Ubc12; NEDD8-conjugating enzyme Ubc12 (Homo sapiens) + NEDD8-activating enzyme E1 regulatory …; calls only at 25 µM; 360,000 compounds, 0.58% hits; AID 651699, 2012; in the data active = inhibition above about 36%
# DNMT1 inh: human DNMT1 methyltransferase inhibitors, primary screen, biochemical, molecular beacon, fluorescence, HinP1I cleavage, uHTS; DNA (cytosine-5)-methyltransferase 1 (Homo sapiens), P26358; AID 588458, 2011; 360,000 compounds, 0.83% hits; inhibition (reported as % activation of signal), % at 10 µM; in the data active = inhibition above about 50%
# An asterisk follows results filed as active; i = inactive; / = no result given; + = active, no number. Compounds as they come; overall some 4.6% were active at least once.
SMILES,NadD inh,STEP block,TbMetRS inhib,SUMO1 PPI mod,LMPTP block,Scp1 inh,SKN-1 block,CendR NRP1 mod,Neddylation inh,DNMT1 inh
Cn1cccc1Cc1nnc(SCC(=O)NCC2CCCO2)n1CCc1ccccc1 (centres undefined),-2,1,0.0,-4,-0.4,-4,3,-11,i,1
COc1ccccc1NC(=O)c1ccc(Cl)c(S(=O)(=O)NCc2ccco2)c1,-3,0,-0.2,-1,0.1,-5,12,15,i,-1
CCC(C)(C(=O)NC1CCCC1)N(C(=O)CC1NC(=O)NC1=O)c1c(C)n(C)n(-c2ccccc2)c1=O (centres undefined),-2,-1,-0.3,2,-2.2,-5,-10,-2,i,0
O=C(c1ccc(F)cc1F)N1CCC(N2CCC(C(=O)N3CCOCC3)CC2)CC1,1,-2,0.3,0,-0.9,-4,14,2,i,1
O=C(NCc1ccccc1)N1CCC(CO)(Cc2cccc(F)c2)CC1,-7,-2,-0.4,2,-1.8,-4,-4,12,i,3
COc1cc(/C=N/NC(=O)c2ccc(F)cc2)ccc1OC(=O)c1ccco1,-5,-2,-1.1,-4,-0.5,3,4,8,i,2
O=C(Nc1ccccc1)OC[C@@H]1C=CS(=O)(=O)N1Cc1ccc(Br)cc1,-9,-2,0.7,6,0.1,/,5,4,i,-6
CCOc1ccc(N2CC(C(=O)NCC(=O)Nc3ccc(F)c(F)c3F)CC2=O)cc1 (centres undefined),0,-1,-0.5,4,-1.2,5,-10,-4,i,3
CCN(CC)c1ccc(/C=N/NC(=O)CN2CCCc3ccccc32)cc1,4,0,0.1,-9,1.8,-6,2,-1,i,-6
COc1ccccc1NC(=O)CN(C)S(=O)(=O)c1ccc(F)cc1,-3,-2,-0.5,2,-2.4,-7,0,8,i,5
CCn1c(=O)c2sccc2n(Cc2cc(C(=O)OC)ccc2OC)c1=O,-1,0,-0.2,0,-0.5,1,12,-2,i,-3
CC1CCN(C(=O)CCc2nnc(-c3ccccc3)o2)CC1,3,4,1.5,-1,1.3,0,15,8,i,7
O=C(/C=C/c1cc([N+](=O)[O-])ccc1OC(F)F)Nc1cccc2ccccc12,2,2,-0.7,-5,1.9,-2,6,2,i,-4
O=C(CSc1nnc(-c2ccc(Cl)cc2)o1)NNC(=O)c1ccncc1,-3,0,-0.7,-6,-0.5,-6,-8,-12,i,0
O=C(c1ccc(Cl)c(Cl)c1)N1CCC(=O)N(C(COCc2ccc(Cl)cc2)Cc2ccccc2)CC1 (centres undefined),1,4,-0.3,6,5.5,-9,12,4,i,-12
CCN(CC)c1c([N+](=O)[O-])c(=O)oc2ccccc12,-2,-5,-1.4,1,1.1,-2,-12,-1,i,13
CCN(C(=O)c1cc(S(=O)(=O)N2CCCC2)ccc1C)C1CCS(=O)(=O)C1 (centres undefined),-1,-1,0.3,1,-2.7,-1,5,-2,i,6
O=C(O)c1cnnc2ccccc12,0,1,-0.2,-14,-2.2,2,-6,9,i,1
O=C(c1ccc(N2CCCC2)c([N+](=O)[O-])c1)N1CCN(c2ccccn2)CC1,-4,0,-0.7,-21,1.3,4,-5,12,i,-3
O=C1C=C(NNC(=O)c2ccncc2)CC(c2ccccc2)C1 (centres undefined),-6,-2,-0.2,2,-2.3,-9,-3,-44,i,2
CSc1cnc2c(=O)n(C)c(=O)[nH]c2n1,3,4,-1.5,-13,-0.9,9,-8,-4,+,2
Cn1cccc1/C=N/n1c(-c2ccco2)n[nH]c1=S,3,2,-0.6,3,0.1,-3,-11,-8,i,0
Cc1cccc(C)c1NC(=O)CNC(=O)c1ccccc1,3,0,-0.4,7,-0.6,-5,6,0,i,1
CCc1nc2ccccc2c(C(=O)OCCN2C(=O)c3ccccc3C2=O)c1C,-9,-10,-0.2,-9,-0.2,-5,-5,23,i,-8
COC(=O)[C@@]1(Sc2ccc(C)cc2)CC(=O)N(c2ccc3c(ccn3C)c2)[C@@H]1c1ccccc1,14,/,0.7,1,3.8,/,4,-11,i,/
# (cont.)
SMILES,NadD inh,STEP block,TbMetRS inhib,SUMO1 PPI mod,LMPTP block,Scp1 inh,SKN-1 block,CendR NRP1 mod,Neddylation inh,DNMT1 inh
Cc1ccc(SCC(=O)Nc2ccc(N3CCOCC3)cc2)cc1C,-1,-1,-0.4,-1,-1.5,-5,-2,7,i,-1
O=C(c1cccnc1)N1CCN(Cc2cccc(F)c2)CC1,-5,-4,-0.7,-2,-2.0,-2,-4,13,i,1
COc1cc(C)c(Cl)cc1S(=O)(=O)n1cnc2ccccc21,5,0,-0.7,0,0.0,0,2,9,i,-3
COc1ccc(C2CC(c3ccc(OC)cc3)n3nc(NC(=O)c4cccs4)nc3N2)cc1 (centres undefined),26,11,-0.5,-1,1.5,23,6,-12,i,0
Brc1ccc(-c2noc(-c3ccccc3)n2)o1,-5,-2,0.0,1,-1.9,-4,54*,-11,i,1
COc1cccc(CNC(=O)C2=C(C)C(=O)OC23CCC(C)CC3)c1 (centres undefined),2,2,-3.5,-2,0.9,-1,-7,7,i,2
c1cnc(Nc2nc(-c3ccc4ccccc4c3)cs2)nc1,8,3,-0.8,-3,-0.2,-3,-4,-17,i,6
CCCc1ccc2c(C(F)(F)F)cc(C(F)(F)F)cc2n1,-6,0,-0.7,13,-1.4,/,-1,-1,i,1
O=C(CSc1nc2ccccc2s1)N1CCCCC1,1,2,-0.1,2,-0.6,-9,9,2,i,-1
COc1ccc(N2CCN(C(=S)NC(C)c3ccccc3)CC2)cc1 (centres undefined),-5,-1,-0.2,-1,-0.1,-4,-3,2,i,-2
COc1cc(OC)cc(C(=O)N2CCC(N3CCN(c4ccccc4OC)CC3)CC2)c1,-6,-3,0.3,5,-0.2,-7,-1,1,i,-1
CC(C)(C)NC(=O)COC(=O)/C=C/c1ccc(F)cc1,2,1,-0.3,0,0.3,-1,-9,8,i,4
COc1cccc(NC(=O)CSc2nc3n[nH]c(C)c3c(=N)n2-c2cccc(OC)c2)c1,5,0,0.3,14,-6.6,-7,11,-5,i,-7
CC(C)(C)c1cc(Br)c(O)c(N=Nc2ccc(S(=O)(=O)N3CCOCC3)cc2)c1,25,0,-0.2,-12,2.4,-6,-4,-7,i,-2
CCC(=O)N1CCc2cc(Br)c(S(=O)(=O)NCCN3CCCCC3CC)cc21 (centres undefined),0,-4,0.2,0,-1.6,7,12,0,i,4
CCn1c(SCC(=O)Nc2cc(F)ccc2C)nnc1-c1ccccc1O,-3,24,-0.8,-1,0.1,-11,14,12,i,56*
CCn1c(-c2ccncc2)n[nH]c1=S,0,-2,0.0,1,-2.0,-5,-9,0,i,10
O=C(COC(=O)COc1ccc(Cl)cc1)NCCNC(=O)COC(=O)COc1ccc(Cl)cc1,-4,-2,-0.4,-5,1.1,-9,14,0,i,-6
CC(=O)/C=C/c1ccccc1O,0,-2,-0.5,1,-0.6,-2,-5,-12,i,0
CC(=O)N1c2ccc(S(=O)(=O)NCCC(=O)Nc3ccc(C)c(F)c3)cc2CC1C (centres undefined),0,-2,0.1,3,-1.0,-6,8,-1,i,0
COc1ccc(N2CSC3=C(C#N)C(c4ccc(OC)c(OC)c4)CC(=O)N3C2)c(OC)c1 (centres undefined),10,5,0.9,3,1.6,15,12,-7,i,-16
C=CCNC(=O)C1CC(c2cccc(OC)c2)=NO1 (centres undefined),-9,0,-0.5,1,-0.6,-4,0,10,i,0
COc1cc(NC(=O)CSc2c3c(nc4ccccc24)CCC3)cc(OC)c1OC,-2,1,-0.6,1,0.8,-3,-5,-4,i,1
CSc1nc2c(c(=O)[nH]1)C(c1cccc(Br)c1)CC(=O)N2 (centres undefined),1,-2,-0.5,1,-1.1,-5,2,4,i,4
COc1ccccc1NC(=O)C(C)NS(=O)(=O)c1ccccc1 (centres undefined),4,0,-0.3,-3,-2.8,-3,3,2,i,1
# (further entries)
SMILES,NadD inh,STEP block,TbMetRS inhib,SUMO1 PPI mod,LMPTP block,Scp1 inh,SKN-1 block,CendR NRP1 mod,Neddylation inh,DNMT1 inh
CCc1cccc(NC(=O)Nc2cccs2)c1,-3,3,0.4,0,1.1,-15,11,-16,i,-3
COC(C[C@H](O)C[C@H](O)COCc1ccccc1)OC,1,2,-0.1,-1,-0.5,-3,-19,-16,i,-1
CSCCNC(=O)C1(C)CCN1C(=O)c1cc(C)n(C)n1 (centres undefined),1,4,0.2,5,-1.8,/,-4,-8,i,2
Cn1c(=O)n(C)c2cc(S(=O)(=O)Nc3ccccc3O)ccc21,5,-1,-0.3,6,-0.7,-8,5,-13,i,-1
COc1ccc(NC(=O)C/C(C)=N/NC(=O)CCc2ccccc2)c(OC)c1,-3,1,-0.6,3,0.4,-3,-8,-1,i,1
COc1ccc2c(c1)N(C(=O)CSc1n[nH]c(C)n1)C(C)(C)C=C2C,-3,-1,-1.6,20,-0.6,2,13,2,i,5
COc1ccc(/C=C(\C#N)C(=O)NCc2ccccc2)cc1O,-2,-2,-0.3,-26,-0.4,2,13,5,i,1

# 5 compounds drawn at random from those above:
SMILES,NadD inh,STEP block,TbMetRS inhib,SUMO1 PPI mod,LMPTP block,Scp1 inh,SKN-1 block,CendR NRP1 mod,Neddylation inh,DNMT1 inh
COC(C[C@H](O)C[C@H](O)COCc1ccccc1)OC,1,2,-0.1,-1,-0.5,-3,-19,-16,i,-1
COc1ccc(NC(=O)C/C(C)=N/NC(=O)CCc2ccccc2)c(OC)c1,-3,1,-0.6,3,0.4,-3,-8,-1,i,1
Cn1c(=O)n(C)c2cc(S(=O)(=O)Nc3ccccc3O)ccc21,5,-1,-0.3,6,-0.7,-8,5,-13,i,-1
CCc1cccc(NC(=O)Nc2cccs2)c1,-3,3,0.4,0,1.1,-15,11,-16,i,-3
COc1ccc2c(c1)N(C(=O)CSc1n[nH]c(C)n1)C(C)(C)C=C2C,-3,-1,-1.6,20,-0.6,2,13,2,i,5
